Bioassay records as filed in PubChem.
Hep lipid drop: hepatic lipid droplet formation modulation; AML12 mouse hepatocytes, oleate lipid droplets, BODIPY imaging; inhibition, % at 6.5 µM; 0.4% of 240,000 active; AID 1656;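 active = lipid droplet intensity inhibited by at least 50%, with more than 500 cells counted; inconclusive = wells with under 300 cells, treated as cytotoxic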
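material = mouse AML12 hepatocyte cell line, fixed after treatment | also added = 100 µM oleic acid challenge | doses = compound at 6.5 µM only | schedule = overnight exposure | technique = Image-based BODIPY and DAPI two-channel analysis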
West Nile antiviral: inhibition of WNV-induced cytopathic effect – cell-based, CPE readout (AID 1621) | West Nile virus-infected cells, CPE inhibition; higher % means a stronger effect | one-dose CPE inhibition, % at 10 µM; IC50 in µM for titrated hits | 0.02% of 290,000 active; in the data active = a potency from the dose series; inconclusive = CPE inhibition mostly from about 3.7% at the one dose, without a potency; inactive = the rest, 99 in 100 with CPE inhibition below about 2.2%; note: strong numbers were not always called active
bCat nuc transl: alters nuclear translocation of beta-catenin in HeLa cells; immunofluorescence imaging; nuclear translocation activity, % at 5 µM; 0.3% of 190,000 active;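 active = nuclear translocation activity above 50% at 5 µM, with a well cell count of 50 or more; inconclusive = wells under 50 cells across six images, flagged as toxic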;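 note: per-cell ratio of nuclear to cytoplasmic median beta-catenin stain intensity; plate controls were DMSO negative control for no effect and GSK-3 inhibitor IX positive control for full effect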
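Test system: HeLa cells, endogenous beta-catenin; Compound: single 5 µM dose plus 0.02–20 µM confirmation series; Times: compound exposure 24 h at 37°C; Signal: fluorescence imaging of beta-catenin antibody stain plus DAPI; Read-out: % activation, nuclear-to-cytoplasmic median beta-catenin signal ratio per cell.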
Ins promoter up: MIN6 insulin promoter up-regulation; MIN6 insulin promoter-GFP reporter, high-content imaging; active compounds read high; z-score at 5 µM; 0.3% of 190,000 active; AID 1625;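 active = z-score above 3 at 5 µM with at least 500 cells counted in the well; inconclusive = wells under 500 cells, flagged as cytotoxic or low count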
Myeloid diff MLP: compounds promoting myeloid differentiation. ER-HoxA9 myeloid progenitors, lysozyme-GFP differentiation, flow cytometry. AID 624256. 1% of 360,000 active. calls only at 10 µM;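 active = normalized GFP-positive differentiation at or above the plate's own cutoff, the solvent-only control mean plus 3 SD; inconclusive = no clear call, values can overlap the other calls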;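 note: cells exposed to compound for four days before flow analysis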
T cell HTS: T cell immune modulation candidate; calls only at 7 µM; 2C CD8+ T cell-vesicle binding, flow cytometry; active compounds read low; 0.068% of 330,000 active;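 active = response, share of CD8 T cells binding vesicles, and their 90th percentile fluorescence all below set limits, cut at about 80% in these data, passing the limit was not always enough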
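Benchmarks: naked versus QL9-loaded vesicles / Assay system: purified 2C TCR transgenic mouse naive CD8+ T cells / Technique: high-throughput flow cytometry with anti-B7-1 and anti-CD8 staining / Timing: Cell–vesicle co-incubation 1.5 h at 37 °C, staining 20 min on ice / Read-out: percent CD8+ FL2 mean versus row control / Probe or stimulus: QL9-loaded Drosophila micro-vesicles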
MT stabilize HCS: microtubule stabilizers in HeLa cells | HeLa tubulin immunostaining HCS, 24 h; share of cells brighter than vehicle mean+2SD | % tubulin-high responders, % at 10 µM | 0.83% of 200,000 active | AID 2205;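 active = plate Z-score above 3 for both tubulin-high and condensed-nucleus cell shares, with cell loss under 80%, at 10 µM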;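 note: anti alpha tubulin signal scored within the nucleus-defined area of each cell; some results filed as inactive read as strong as hits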
WT yeast gro inh: growth inhibition of WT yeast, mitochondrial fusion screen; mitochondrial fusion phenotypic screen, WT strain; inhibition, % at 10 µM; 2.1% of 190,000 active; in the data active = inhibition above about 58%; tested in S. cerevisiae
Autophagy HCS: modulators of autophagy | 0.98% of 190,000 active | AID 463193 | calls only at 10 µM (by protocol) | MEF GFP-LC3 puncta imaging; test concentration mostly 10 µM;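 active = percentage of spot-positive cells more than 3 SD above its plate mean, without a fluorescence outlier flag or 80% toxicity; inconclusive = no clear call, values can overlap the other calls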;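 note: spot-positive cell cutoff set from DMSO-treated cells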
WT yeast gro inh mutant strain: second read-out of WT yeast gro inh, no call of its own (marks repeat the call); inhibition, %; mitochondrial fusion phenotypic screen, mutant strain inhibition
Ins promoter up cell count: also measured in Ins promoter up; calls as there; cell count; measured here: cytotoxicity, nuclei count;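 total cells summed across four imaged fields per well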
Hep lipid drop cells 6.5 µM: recorded beside Hep lipid drop, whose call it bears; cell count; measured here: cell count, cytotoxicity flag;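 cells counted across two imaged fields per well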
bCat nuc transl cell count 5 µM: further read-out of bCat nuc transl, marked with its call; cell count; measured here: cell count, cytotoxicity flag
T cell HTS vesicle-bound %: second read-out of T cell HTS, no call of its own (marks repeat the call); double positive events, %; measured here: CD8+ vesicle-bound cell fraction;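 binding gate set so that unloaded-vesicle control wells show 10% double positive cells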
MT stabilize HCS Hoechst-high %: further read-out of MT stabilize HCS, marked with its call; % Hoechst-high responders; measured here: nuclear condensation Hoechst responders;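 share of cells brighter than vehicle mean plus two SD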
MT stabilize HCS cytotoxicity %: second read-out of MT stabilize HCS, no call of its own (marks repeat the call); toxicity, %; measured here: cytotoxicity by cell density;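 0% = mean cell density of plate MIN control wells and 100% = no cells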
Autophagy HCS cell loss 18 h: recorded beside Autophagy HCS, whose call it bears; toxicity, %; measured here: cell loss, nuclei count;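 cell loss after 18 h compound exposure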
Myeloid diff MLP GFP+ MAC1+ %: recorded beside Myeloid diff MLP, whose call it bears; GFP+ MAC1+ double positive, %; measured here: differentiation confirmed by MAC1 staining
* marks the source's active call; other numbers are inactive results; i = inactive; ? = inconclusive; · = no result given; + = active, no number.

SMILES	Hep lipid drop	Hep lipid drop cells 6.5 µM	West Nile antiviral	bCat nuc transl	bCat nuc transl cell count 5 µM	Ins promoter up	Ins promoter up cell count	Myeloid diff MLP	Myeloid diff MLP GFP+ MAC1+ %	T cell HTS	T cell HTS vesicle-bound %	MT stabilize HCS	MT stabilize HCS Hoechst-high %	MT stabilize HCS cytotoxicity %	WT yeast gro inh	WT yeast gro inh mutant strain	Autophagy HCS	Autophagy HCS cell loss 18 h
O=C(CN1CCCC1)NCC(=O)Nc1ccc(F)cc1	0	629	0.5%	-1.1	1116	-0.19	1349	?	·	i	55	2.4	2.2	6.5	-10	-18	i	-9
O=C(NCCN1CCCC1)c1ccc(Br)cc1	-3	788	-0.4%	·	·	·	·	i	0.3	i	60	·	·	·	·	·	·	·
COc1ccc(OC)c(NC(=S)NN2CCN(C)CC2)c1	0	665	-0.1%	-1.0	1038	-0.39	1746	i	0.6	i	23	1.8	0.9	5.6	0	0	i	7
Cc1ccc(S(=O)(=O)N2CCC(C(=O)C3C(=O)CC(C)(C)CC3=O)CC2)cc1	2	669	-0.1%	1.1	1086	0.07	1226	i	0.4	i	54	2.9	1.9	15	-7	-16	i	-1
CCOC(=O)CSC1=C(C#N)C(c2ccc(F)cc2)C(C(C)=O)=C(C)N1 (stereo not drawn)	·	·	-0.1%	0.5	787	-0.69	1311	i	4.2	i	20	2.9	1.9	6.7	-1	-5	i	19
CCOC(=O)N1CCN(C(=O)c2cc3n(n2)C(C(F)(F)F)CC(c2ccc4c(c2)OCO4)N3)CC1 (stereo not drawn)	-19	838	-0.7%	·	·	·	·	i	1.1	i	23	·	·	·	·	·	·	·
CC(C)NC(=O)COc1ccc(S(=O)(=O)N(C)Cc2ccccc2)cc1	9	735	0.2%	-0.2	1351	-0.51	1129	i	0.4	i	57	·	·	·	·	·	·	·
Cc1ccc(CN2C(=O)CCC2C(=O)NCCCN2CCOCC2)cc1 (stereo not drawn)	·	·	0.3%	-0.7	1304	-0.89	1569	i	0.9	i	26	3.8	1.1	1.6	8	3	i	4
C=CCn1c(SCC(=O)NC2CCCCC2)nnc1-c1sc(N)nc1C	7	672	0.0%	-0.9	990	·	·	i	0.4	i	31	4.1	1.8	6.7	6	-24	i	5
CN1CCC(N(C)C(=O)COc2ccc(S(=O)(=O)N3CCOCC3)cc2)CC1	-2	702	0.3%	-2.2	1145	-0.5	1259	i	0.3	i	26	2.4	1.6	6.8	-4	-9	i	32
COc1ccccc1-c1nnc2sc(COc3ccc(Cl)cc3)nn12	1	646	·	-1.3	1075	-1.1	1883	i	2.5	i	58	1.6	1.5	8.6	30	36	i	13
Nc1nonc1-c1nc2ccccc2[nH]1	7	733	0.0%	·	·	0.52	1245	i	0.8	i	42	3.7	1.3	2.1	-9	-13	i	2
CCn1c(C(=O)O)c(CC(=O)NC2CCCCCC2)c2ccccc21	1	739	0.6%	-0.1	1127	0.41	1249	i	0.4	i	57	3.1	1.7	9.2	-9	5	i	-2
CCOC(=O)Cc1csc(SCc2cc(=O)oc3cc(O)ccc23)n1	-17	544	0.6%	0.7	908	·	·	i	0.9	i	32	2.3	2.7	3.4	3	-5	i	3
CC(=O)Nc1ccc(S(=O)(=O)Nc2nnc(C(C)C)s2)cc1	-3	698	-0.7%	-2.5	1148	1	911	i	0.5	i	16	0.9	2.5	8.8	2	-2	i	0
Cc1ccc(NC(=O)c2ccccc2OCc2ccc([N+](=O)[O-])cc2)nc1	32	668	-0.4%	-2.9	1204	-0.32	1604	i	0.1	i	38	4.4	2.7	3.1	14	18	i	-14
CN(Cc1cnccn1)C(=O)CC1C(=O)NCCN1Cc1cccc(Oc2ccccc2)c1 (stereo not drawn)	13	713	-0.6%	2.4	897	-0.81	1434	i	0.2	i	37	1.3	1.5	8.1	-1	-3	i	8
CCOc1cc(C)c(S(=O)(=O)Nc2ccc(F)cc2)cc1C	0	736	?	·	·	·	·	i	6.7	i	28	3.7	3.0	5.6	-4	1	i	6
CCOc1ccc2[nH]cc(C(=O)NCCc3ccccc3)c(=O)c2c1	14	820	-0.8%	·	·	·	·	i	0.4	i	9	·	·	·	·	·	·	·
COc1cc2c(cc1OC)/C(=C/C(=O)c1ccccc1F)NCC2	-3	837	-0.3%	·	·	·	·	i	0.2	i	14	·	·	·	·	·	·	·
CCCCn1c(N)c(N(CC)C(=O)/C=C/c2ccco2)c(=O)[nH]c1=O	1	656	1.3%	-1.7	1085	-0.33	1553	i	0.2	i	24	6.6	2.6	4.9	-8	4	i	-1
O=C(NC1=NCCS1)c1ccc(Cl)c(S(=O)(=O)N2CCc3ccccc32)c1	-1	645	-0.1%	1.1	1349	-0.48	1101	i	0.2	i	25	·	·	·	·	·	·	·
COCCOC(=O)C1=C(C)N(Cc2ccccc2)C(=O)NC1c1ccc(OC)cc1 (stereo not drawn)	7	766	-0.5%	·	·	0.44	983	i	0.7	i	4	2.9	1.8	6.5	19	17	i	-14
O=C(O)c1ccc(S(=O)(=O)N2CCC(NC(=O)C3CCCCC3)CC2)cc1	16	811	-0.5%	·	·	·	·	i	0.3	i	17	·	·	·	·	·	·	·
Cn1c(C(=O)NCCCN2CCOCC2)cc2c(=O)n(C)c3ccccc3c21	·	·	0.5%	·	·	-0.82	1067	i	2.6	i	63	1.6	4.3	4.4	4	-2	i	15
CCOC(=O)N1CCC(NC(=O)CC(NS(=O)(=O)c2ccc(Cl)cc2)c2ccco2)CC1 (stereo not drawn)	-11	669	·	·	·	·	·	i	0.8	i	32	1.7	2.4	4.4	1	3	i	-3
Cc1ccccc1CN(c1ccc(C(=O)N2CCCC2)cc1)S(C)(=O)=O	6	636	-1.0%	0.9	989	-0.2	1185	i	13	i	65	4.1	2.3	0.8	-8	-20	i	1
N#Cc1nc(-c2ccccc2F)oc1N1CCCC1	-10	670	0.3%	3.0	1031	·	·	i	6.4	i	17	4.5	1.7	6.4	2	4	i	1
CCCCN(CC)C(=O)Cc1c(C(=O)O)[nH]c2ccc(Cl)cc12	·	·	0.4%	1.9	1074	-0.73	1296	i	0.9	i	46	3.2	1.7	2.1	-13	-7	i	-3
Clc1cccc(CSc2nnc(-c3ccccn3)n2Cc2ccco2)c1	·	·	-0.8%	0.1	1038	-1.2	1257	i	2.3	i	55	6.1	1.8	4.2	15	14	i	28
C=CCOc1c(OC)cc(Cl)cc1C1NC(=O)NC(C)=C1C(C)=O (stereo not drawn)	-5	798	0.1%	-3.8	1204	0.28	1255	i	0.6	i	41	2.3	2.3	3.9	6	13	i	-9
O=C(N/C(=C\c1ccc(F)cc1)C(=O)N1CCOCC1)c1ccccc1	-2	805	0.1%	·	·	·	·	i	2.3	i	17	·	·	·	·	·	·	·
Cc1ccc(NC(=S)c2ccc3ccccc3n2)c(C)c1	-6	701	0.0%	·	·	·	·	i	1.1	i	2	·	·	·	·	·	·	·
CCN(CC)S(=O)(=O)c1cccc(NC(=O)c2cc3ccccc3o2)c1	·	·	0.4%	0.8	802	0.13	1129	i	0.6	i	17	2.2	2.2	6.5	25	3	i	-4
CCOc1ccc2c(c1)C(c1ccc(C)o1)=NNC(c1ccncc1)=N2	20	662	-0.9%	-2.3	1021	0.06	1086	i	0.5	i	6	3.9	3.2	8.8	-11	3	+	-1.7*
COc1ccc(OC)c(NC(=O)Cn2c(CCC(=O)O)ccc2-c2ccccc2)c1	8	663	-0.3%	-1.2	559	0.22	1250	i	0.5	i	27	2.9	2.3	1.6	-6	15	i	6
Cc1cc(NC(=O)COC(=O)c2cc3c(s2)CCC(C)C3)no1 (stereo not drawn)	·	·	0.4%	-1.1	1004	0.45	1259	i	0.4	i	19	1.6	2.1	9.5	-2	5	i	6
Cc1cccc(C(=O)Nc2c(C#N)c(C)c(C)n2Cc2ccccc2)c1	-1	695	-0.2%	-1.0	1000	-0.21	1794	i	1.1	i	38	0.7	1.5	12	-10	-4	i	-5
C=C(C)C(=O)Nc1cccc(C2=NOC3(C2)C[C@@H](C(N)=O)N(C(=O)/C=C/CC)C3)c1 (stereo partly drawn)	34	701	0.8%	-2.1	1163	·	·	i	2.4	i	17	·	·	·	·	·	·	·

One compound at a time, from the list above. Screens in order: Hep lipid drop	Hep lipid drop cells 6.5 µM	West Nile antiviral	bCat nuc transl	bCat nuc transl cell count 5 µM	Ins promoter up	Ins promoter up cell count	Myeloid diff MLP	Myeloid diff MLP GFP+ MAC1+ %	T cell HTS	T cell HTS vesicle-bound %	MT stabilize HCS	MT stabilize HCS Hoechst-high %	MT stabilize HCS cytotoxicity %	WT yeast gro inh	WT yeast gro inh mutant strain	Autophagy HCS	Autophagy HCS cell loss 18 h
Profile of `CC(C)NC(=O)COc1ccc(S(=O)(=O)N(C)Cc2ccccc2)cc1` : 9	735	0.2%	-0.2	1351	-0.51	1129	i	0.4	i	57	·	·	·	·	·	·	·
Profile of `O=C(CN1CCCC1)NCC(=O)Nc1ccc(F)cc1` : 0	629	0.5%	-1.1	1116	-0.19	1349	?	·	i	55	2.4	2.2	6.5	-10	-18	i	-9
Profile of `CCOC(=O)CSC1=C(C#N)C(c2ccc(F)cc2)C(C(C)=O)=C(C)N1` (stereo not drawn) : ·	·	-0.1%	0.5	787	-0.69	1311	i	4.2	i	20	2.9	1.9	6.7	-1	-5	i	19
